TrxR1 substrate – rat thioredoxin reductase 1 substrate activity; O89049; purified TrxR1 substrate turnover, NADPH consumption readout; Potency, µM (series often up to 114 µM), for the others: top-dose activity change, negative = substrate turnover; 0.01% of 390,000 active; AID 588456; further: potency means the concentration at half of the fitted maximal effect; on the % scale 0 is the no-effect control and ±100 the full control effect; nearly all actives have a fitted effect of over 50% in size
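Rat TrxR1, dispensed at 90 nM, was prereduced with 400 uM NADPH (final) for 5 min at ~22 deg C, then incubated with compound 15 min before 400 uM selenite. A first-read NADPH fluorescence drop versus no-compound background flagged substrates.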
Pin1 inh – blocks the human prolyl isomerase Pin1 | 0.009% of 390,000 active | Q13526 | Pin1 FP peptide displacement, HiFluor488, 10 min | Potency, µM (series often up to 115 µM), for inactives: top-dose activity, negative = inhibition, usual class: inhibitors; active means well fitted inhibition curve with a large enough effect in the polarisation, with a control signal flat, not every such curve was filed as active; inconclusive means small, poorly fitted or top-dose-only effect, or effect the other way, or a change in a side signal; inactive means no such curve, though single readings can be large or run the other way; the % refers to the polarisation; further: potency means the concentration at half of the fitted maximal effect; on the % scale 0 is the no-effect control and ±100 the full control effect
Target sequence (Q13526 whole entry, looked up): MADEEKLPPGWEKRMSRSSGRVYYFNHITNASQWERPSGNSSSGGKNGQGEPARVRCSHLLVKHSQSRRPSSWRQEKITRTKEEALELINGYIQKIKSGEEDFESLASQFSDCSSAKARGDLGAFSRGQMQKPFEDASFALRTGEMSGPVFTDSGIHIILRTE
PI4K2A block – PI4K2A (human) kinase inhibition; purified PI4K2A, ADP-Glo luminescence, 1 h; hits give low values; activity change, negative = inhibition, % at 76.9 µM; 0.13% of 420,000 active; AID 1346378; in the data active means activity change below about -50%; inconclusive means mostly about -30% to -49%;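 further: -100% = wells without enzyme as full effect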
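ADP-Glo luminescence measured ADP generated by PI4K2A enzyme (4 ug/mL before mixing) with 1.2 mM PI substrate (pre-mix) and 300 microM ATP (pre-mix). Tris pH7.5 buffer with MgCl2, Triton X-100; 1 h reaction at ambient temperature.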
TrxR1 inh – rat TrxR1 inhibition; AID 588453; recombinant rTrxR1, NADPH fluorescence consumption, selenite substrate; Potency, µM (doses to about 114 µM), for inactives: at the top dose activity change, negative = inhibition, usual class: inhibitors; 1% of 390,000 active; further: potency means the concentration at half of the fitted maximal effect; on the % scale 0 is the no-effect control and ±100 the full control effect; nearly all actives have a fitted effect of over 65% in size
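Rat TrxR1 (90 nM in the dispensed reagent) was pre-reduced with 400 uM NADPH for 5 min at room temperature, then incubated with compound for 15 min. After 400 uM selenite was added, NADPH fluorescence (Ex 340/Em 450 nm) was followed for 8 min.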
Tb PGK inh – T. brucei PGK inhibition; PGK/GAPDH coupled, Kinase-Glo luminescence, 60 min; Potency, µM (highest dose often 57.5 µM), for the others: at the highest dose activity change, negative = inhibition, most hits filed as inhibitors; 0.043% of 380,000 active; further: potency means the concentration at half of the fitted maximal effect; on the % scale 0 is the no-effect control and ±100 the full control effect; nearly all actives have a fitted effect of over 60% in size
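Recombinant glycosomal PGK reaction used 1,3-bisphosphoglycerate generated in-well by GAPDH (100nM final) in 100mM TEA pH 7.6, 5mM MgCl2, 0.01% Tween-20. After 60 minutes at room temperature, ATP was read by Kinase-Glo Plus luminescence end-point.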
HP1b chromo inh – blocks HP1-beta chromodomain binding to methylated histone tails. 0.56% of 390,000 active. AlphaScreen HP1-beta / biotin-H3K9me3 peptide binding. Potency, µM (titrated, usually from 114 µM), for the others: top-dose activity change, negative = inhibition, most hits filed as inhibitors. AID 540317. P83916; further: potency means the concentration at half of the fitted maximal effect; nearly all actives have a fitted effect of over 70% in size; inactives centre near 23
Target sequence (P83916 whole entry, looked up): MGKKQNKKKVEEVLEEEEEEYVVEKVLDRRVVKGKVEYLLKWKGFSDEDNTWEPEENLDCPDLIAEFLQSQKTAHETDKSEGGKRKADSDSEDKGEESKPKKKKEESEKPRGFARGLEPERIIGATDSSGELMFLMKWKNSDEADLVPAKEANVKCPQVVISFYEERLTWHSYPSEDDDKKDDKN
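AlphaScreen: HP1-beta (50 nM) preformed 30 min with biotin-H3(1-18)K9me3 peptide (50 nM) in PBS pH 7.4, 0.01% Tween-20. Compound added for 30 min at RT, then streptavidin donor/nickel chelate acceptor beads (10 ug/mL) for 30 min.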
IDH1 R132H inh – blocks human mutant IDH1 R132H enzyme; IDH1-R132H enzyme, NADPH consumption, diaphorase/resazurin fluorescence; Potency, µM (doses to about 76.6 µM), for the others: at the highest dose activity change, negative = inhibition, most hits filed as inhibitors; 0.093% of 390,000 active; AID 602179; further: potency means the concentration at half of the fitted maximal effect; on the % scale 0 is the no-effect control and ±100 the full control effect; nearly all actives have a fitted effect of over 65% in size
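IDH1-R132H (0.5 ug/mL) preincubated 30 min with compound, then NADPH (0.016 mM) and alpha-KG (2 mM) added; 80 min at RT, pH 7.5. Remaining NADPH coupled via diaphorase/resazurin to fluorescence (540/590 nm); concentration-response curves normalized to no-enzyme control.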
GLS inhibitor – blocks human kidney-isoform glutaminase activity | GLS enzymatic activity, qHTS titration | O94925 | Potency, µM (doses to about 45.5 µM), for the others: top-dose activity change, negative = inhibition, hits mostly inhibitors | 0.21% of 410,000 active; further: potency means the concentration at half of the fitted maximal effect; on the % scale 0 is the no-effect control and ±100 the full control effect
Target sequence (O94925 whole entry, looked up, canonical isoform): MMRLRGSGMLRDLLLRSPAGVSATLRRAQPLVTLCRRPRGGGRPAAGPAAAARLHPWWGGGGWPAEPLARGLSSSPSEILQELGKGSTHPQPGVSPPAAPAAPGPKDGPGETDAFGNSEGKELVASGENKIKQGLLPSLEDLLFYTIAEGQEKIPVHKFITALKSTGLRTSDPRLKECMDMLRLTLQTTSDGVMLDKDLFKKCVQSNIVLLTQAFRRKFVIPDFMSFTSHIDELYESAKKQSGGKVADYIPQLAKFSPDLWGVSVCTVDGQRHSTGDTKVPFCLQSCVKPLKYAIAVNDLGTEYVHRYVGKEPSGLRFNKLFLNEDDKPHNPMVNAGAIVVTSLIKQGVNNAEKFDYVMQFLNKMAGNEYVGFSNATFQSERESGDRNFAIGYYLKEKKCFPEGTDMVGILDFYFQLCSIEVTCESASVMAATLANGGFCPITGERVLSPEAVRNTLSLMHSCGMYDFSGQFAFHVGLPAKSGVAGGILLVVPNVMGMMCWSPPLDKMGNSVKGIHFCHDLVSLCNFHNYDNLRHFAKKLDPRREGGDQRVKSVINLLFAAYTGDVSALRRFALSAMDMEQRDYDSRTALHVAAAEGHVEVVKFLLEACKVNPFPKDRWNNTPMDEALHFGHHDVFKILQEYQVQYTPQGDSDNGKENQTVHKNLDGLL
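Two-point fluorescence kinetic (t0, 30 min RT) for hKGA; glutamate detected via glutamate oxidase–HRP–Amplex Red. Substrate: 1 mM L-glutamine solution; buffer 45 mM KH2PO4, pH 8.2.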
USP1-UAF1 inh – inhibitors of human USP1/UAF1 deubiquitinase; Potency, µM (series often up to 57.1 µM), for the others: top-dose activity change, negative = inhibition, usual class: inhibitors; AID 743255; O94782; recombinant USP1/UAF1, Ub-Rhodamine cleavage fluorescence; 0.23% of 390,000 active; further: potency means the concentration at half of the fitted maximal effect; on the % scale 0 is the no-effect control and ±100 the full control effect; nearly all actives have a fitted effect of over 60% in size; inactives centre near -12
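High-throughput fluorogenic screen: 1nM USP1/UAF1 complex, Ub-Rho substrate 150nM final, 50mM HEPES pH 7.8 with 0.5mM EDTA, 0.1 mg/ml BSA, 1mM TCEP and 0.01% Tween-20.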
* = called active by the depositor; i = inactive; ? = inconclusive; / = no result given; [ ] = dose if it differs, or a comment. Unless noted, the call rests on the fitted dose curve; in most records, active means well fitted curve in the direction sought with a large enough effect; inconclusive means small, poorly fitted or top-dose-only effect, or another doubt; inactive means no such curve, though single readings can be large; an effect the other way counts as inactive or inconclusive. Not all compounds are listed; rates above refer to the full screens.

SMILES	TrxR1 substrate	Pin1 inh	PI4K2A block	TrxR1 inh	Tb PGK inh	HP1b chromo inh	IDH1 R132H inh	GLS inhibitor	USP1-UAF1 inh
Cc1cccc2cc(C#N)c(SCC(=O)N3CC(=O)Nc4ccccc43)nc12	6%[57.1 µM]	?	1	9%[57.1 µM]	-5%	15%	0%	2%	-21%
COC(=O)c1ccc(COC(=O)CSCC(=O)Nc2ccc(C)cc2C)cc1	-9%	-1%	-1	-7%	-3%	21%	8%	12%	0%
O=C(Cn1c(=O)n(Cc2ccc3c(c2)OCO3)c(=O)c2oc3ccccc3c21)Nc1ccccc1F	4%	-3%	-4	4%	-1%	47%[activator]	-5%	-4%	2%
O=C(O)c1ccccc1-c1ccccc1C(=O)Nc1ccc2c(c1)CCC2	7%[57.1 µM]	3%	1	5%[57.1 µM]	-1%	32%	1%	-1%	-20%
CCSc1nnc(Cc2cc(=O)[nH]c(=O)[nH]2)n1-c1ccc(F)cc1	0%	3%	1	4%	5%	22%	-2%	1%	?
O=C(Nc1ccc(F)cc1F)c1cccnc1	-2%	-13%	-2	0%	12%	-15%	1%	8%	-13%
COc1cc(CNC(C)c2ccccc2)cc(Br)c1OCc1ccc(F)cc1 (configuration not stated)	1%	2%	-5	22%	3%	147%[activator]	-5%	5%	-16%
COc1ccc(Cl)cc1-c1nc(SCC(=O)NC2CCCC2)n[nH]1	-8%	4%	1	-11%	4%	27%	11%	18%	-3%
CCn1c(SCCN2CCCCC2)nnc1-c1ccc(S(=O)(=O)N2CCOCC2)cc1	27%[57.1 µM]	-7%	2	22%[57.1 µM]	-1%	?	11%	-4%	-10%
CCCOc1ccc(Cc2c(O)nc(SC)[nH]c2=O)cc1	1%	-7%	-1	23%	-7%	23%	-4%	7%	-6%
Oc1ccccc1CNc1nccs1	7%[57.1 µM]	3%	6	8%[57.1 µM]	-4%	18%	9%	-23%	-14%
Cc1cccc(NC(=O)Nc2cccc(Oc3c(F)c(F)c(F)c(F)c3F)c2)c1	2%	6%	2	13%	i	24%	-2%	8%	-23%
CCc1ccc(NC(=O)Cn2c(=O)n(CCC(=O)NCc3ccc4c(c3)OCO4)c(=O)c3ccccc32)cc1	-10%	23%	-9	-5%	-2%	16%	-20%	8%	-14%
Cc1ccc(S(=O)(=O)c2cn(C)c3cc(N4CCCC4)c(F)cc3c2=O)c(C)c1	20%	-3%	-1	80%[activator]	3%	19%	18%	-3%	-6%
O=[N+]([O-])c1ccccc1/C=C/C=N/n1c(-c2ccccc2)n[nH]c1=S	1%	?	6	-15%	3%	?	-7%	-16%	-5%
O=C(NNC(=O)C1COc2ccccc2O1)c1ccccc1 (configuration not stated)	-3%[57.1 µM]	-7%	4	18%	-3%	42%[activator]	1%	-3%	-10%
c1ccc(-c2nc(N3CCCCCC3)nc(-n3ccnc3)n2)cc1	-9%	1%	-4	-4%	-6%	6%	-13%	9%	-12%
CCOC(=O)c1c(CSC(=N)N)n(-c2ccc(Br)cc2)c2cc(Br)c(OC(C)=O)cc12	-11%	-2%	5	-17%	-1%	6%	0%	-7%	-10%
O=c1nc(Oc2ccccc2)nc2ncccn12	/	/	3	/	-3%	/	-13%	13%	-7%
COc1cc(C(c2sc3nc(C)nn3c2O)N2CC(C)OC(C)C2)cc(OC)c1OC (configuration not stated)	9%[57.1 µM]	0%	1	13%[57.1 µM]	-4%	18%	14%	2%	-21%
COc1ccc(Cl)cc1NC(=O)CSc1nc(NS(=O)(=O)c2ccccc2)cc(=O)[nH]1	3%[57.1 µM]	27%	-1	3%[57.1 µM]	-7%	-18%	4%	-10%	-15%
COc1ccc(-c2nnc3ccc(SCC(N)=O)nn23)cc1OC	-3%	1%	-2	20%	4%	0%	5%	7%	-11%
CN(C1CCCCC1)C(CNS(=O)(=O)c1ccccc1)c1ccccc1 (configuration not stated)	-1%	-3%	7	17%	-10%	39%	-10%	1%	-15%
Cc1cc(S(=O)(=O)c2ccc(Cl)cc2)nc(S(=O)(=O)c2ccc(Cl)cc2)c1C#N	/	/	-1	/	-10%	/	11%	6%	-23%
COc1cccc(C(=O)Nc2ccccc2SCc2cc(=O)c3cccc(C)c3[nH]2)c1	-3%[57.1 µM]	13%	1	9%[57.1 µM]	-8%	24%[57 µM]	-9%	-3%	3%
COc1ccc(C2=NN(C(=O)/C=C/c3ccccc3)C(c3ccccc3)C2)c(OC(C)=O)c1 (configuration not stated)	-12%	17%	-2	-3%	-3%	12%	2%	-2%	-17%
CCOC(=O)N1CCN(C(=O)c2ccc3nc(SCc4ccc(F)cc4)n(C)c3c2)CC1	-3%	6%	-4	0%	1%	8%	-1%	3%	-3%
Cc1nc(N2CCOCC2)c2c(C)c(C(=O)Nc3ccc(C(F)(F)F)cc3)sc2n1	50%[activator]	7%	2	72%[activator]	-7%	53%[activator]	-27%	-1%	-23%
O=C(O)CNS(=O)(=O)c1ccc(F)cc1	9%	-10%	4	13%	-9%	40%	0%	0%	-13%
O=C(CSc1nnc(-c2ccncc2)n1Cc1ccco1)OC1CCCCC1	3%	9%	1	?	i	23%	3%	-8%	-4%
COCCCNc1nc2c(-c3ccc(C)cc3)nnn2c2ccccc12	-6%	1%	-1	-2%	/	25%	8%	3%	7%
Cc1ccc(C2CC(C(F)(F)F)n3ncc(C(=O)NCc4ccco4)c3N2)cc1 (configuration not stated)	-4%	6%	5	2%	11%	-15%	4%	14%	-14%
Cc1cccc(NC(=S)NC(NC(=O)c2ccco2)C(Cl)(Cl)Cl)c1 (configuration not stated)	0%	-1%	-2	-24%	-3%	30%	4%	-3%	-12%
COCCN(C(=O)c1ccccc1F)c1nnc(-c2ccc(OC)cc2)s1	-5%	-6%	-2	19%	i	34%	5%	8%	-5%
CN(C)S(=O)(=O)c1cccc(NC(=O)CCSc2ccc(Cl)cc2)c1	-5%	3%	-2	2%	i	24%	4%	0%	-17%
COc1ccc(CN(C(C)=O)c2cc(C)c([N+](=O)[O-])cc2OC)cc1OC	/	/	0	/	i	/	-4%	0%	-20%
COCCNc1nc2c(S(=O)(=O)c3ccccc3)nnn2c2ccc(Cl)cc12	38%[activator]	8%	-5	100%[activator]	7%	21%	10%	-14%	7%
CC/C(=N\NS(=O)(=O)c1ccc(C)cc1)c1ccco1	-1%	-1%	1	11%	-2%	24%	1%	19%	-25%
COc1cccc(N2CC(NC(=O)C3CCCC3)CC2=O)c1 (configuration not stated)	-3%[57.1 µM]	2%	-1	9%[57.1 µM]	-8%	38%	20%	-9%	?
COc1ccc(S(=O)(=O)N2CCC(N3CCCC3)CC2)cc1	9%	1%	7	14%	-4%	-4%	13%	12%	-22%
CC(Oc1ccccc1)C(=O)N1CCN(C(=O)C(C)Oc2ccccc2)CC1 (configuration not stated)	-4%	-10%	0	-6%	i	27%	7%	-29%	-19%
N#C/C(=C\C1CC=CCC1)c1nc2ccccc2[nH]1 (configuration not stated)	34%	14%	14	-7%[57.1 µM]	-3%	10%	8%	1%	-16%
CCN1CCN(CC#CCOc2ccccc2OC)CC1	-8%	-1%	-3	5%[57.1 µM]	5%	?	-2%	5%	-2%
O=C(NCc1csc2ccc(Cl)cc12)Nc1ccccc1	2%	3%	-4	37%	i	48%[activator]	14%	3%	-19%
C=C1CCC[C@]2(C)C[C@H]3OC(=O)C(CNCC(C)C)[C@H]3CC12 (some centres not stated)	1%	-6%	12	19%	-9%	34%	-6%	-2%	-6%
Cc1ccc(C)c(NC(=O)CSc2nnc3n2CCCCC3)c1	6%	-3%	-4	16%	i	64%[activator]	11%	-3%	-14%
CN(C)c1ccc(CN(CC2CCCO2)C(=O)COc2ccccc2Cl)cc1 (configuration not stated)	0%	-1%	-5	20%	-3%	?	-2%	12%	-1%
Cc1ccc(-n2nnnc2-c2nc3ccccc3s2)cc1	1%	0%	1	-3%	1%	37%[activator]	1%	5%	-16%
COc1ccc(N/N=C(C)/C(=N/O)C(=O)Nc2ccccc2)cc1	1%[57.1 µM]	-4%	-8	-3%[57.1 µM]	-9%	?	11%	26%	-12%
O=C(NCCc1ccccc1)C1CCCN(c2cnccn2)C1 (configuration not stated)	2%	?	-1	36%	-10%	?	-6%	2%	-14%
CCCc1nnc(NC(=O)CCC(=O)N2CCN(c3nc(C)cc(C)n3)CC2)s1	8%	-7%	-2	3%	3%	-5%	3%	6%	-20%
O=C(Nc1nnc2n1CCS2)c1ccccc1	-1%[57.1 µM]	-1%	-7	14%[57.1 µM]	-3%	40%[activator]	16%	-25%	-22%

Sorted by value in Tb PGK inh (falling): some entries from above
canonical_smiles | Tb PGK inh
CCCc1nnc(NC(=O)CCC(=O)N2CCN(c3nc(C)cc(C)n3)CC2)s1 | 3%
O=C(Nc1nnc2n1CCS2)c1ccccc1 | -3%
C=C1CCC[C@]2(C)C[C@H]3OC(=O)C(CNCC(C)C)[C@H]3CC12 (some centres not stated) | -9%
